Bioassay records: PubChem BioAssay, Fisher Drug Discovery Resource Center
mcGAS inh = mouse cGAS inhibition by luminescence; inhibition, % at 12.5 µM; Q8C6L5; hit rate 0.15% among 160,000; recombinant cGAS, Kinase-Glo ATP depletion luminescence;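 also: 0% = negative control wells and 100% = reference inhibitor with no enzyme activity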
hcGAS lum = human cGAS inhibition; inhibition, % at 12.5 µM; recombinant h-cGAS, ATP depletion, Kinase-Glo luminescence; hit rate 0.081% among 290,000;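 also: 0% = vehicle reaction and 100% = reaction without DNA for no activity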
Target sequence (Q8N884 whole entry, looked up): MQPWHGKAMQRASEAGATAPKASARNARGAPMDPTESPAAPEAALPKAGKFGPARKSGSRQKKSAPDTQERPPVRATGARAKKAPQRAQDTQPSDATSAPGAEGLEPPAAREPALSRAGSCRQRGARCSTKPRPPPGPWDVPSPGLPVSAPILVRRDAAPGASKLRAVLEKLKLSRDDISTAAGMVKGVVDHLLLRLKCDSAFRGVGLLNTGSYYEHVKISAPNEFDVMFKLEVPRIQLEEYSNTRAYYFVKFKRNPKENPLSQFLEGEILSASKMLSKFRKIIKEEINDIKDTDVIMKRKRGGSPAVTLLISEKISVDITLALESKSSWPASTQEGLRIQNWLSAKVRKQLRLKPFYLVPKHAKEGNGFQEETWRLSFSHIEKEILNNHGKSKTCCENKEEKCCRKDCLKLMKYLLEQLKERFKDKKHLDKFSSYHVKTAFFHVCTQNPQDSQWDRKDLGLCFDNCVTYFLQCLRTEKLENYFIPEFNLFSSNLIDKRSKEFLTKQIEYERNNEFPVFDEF
NPYLR7 agonist = activates Aedes aegypti NPYLR7 receptor; HEK293T NPYLR7/Galpha15, GCaMP6s calcium fluorescence; activation, % at 10 µM; hit rate 0.15% among 270,000; AID 1259423; in the data active = activation above about 40%;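 also: 0% = vehicle and 100% = reference agonist at the receptor; some compounds past the cut are filed as inactive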
The depositor's hits bear a star; . = no result given; & = joins results of further samples. Rule as the data show it, unless noted: active = inhibition above about 40%; inactive = the rest.

SMILES	mcGAS inh	hcGAS lum	NPYLR7 agonist
CCOC(=O)C1CCCN(CC(=O)N2N=C(c3ccccc3OC)CC2c2cccc(F)c2)C1 (centres undefined)	-4	-3	-3
Nc1ncnc2c1ncn2[C@@H]1O[C@H](CO)[C@@H](O)[C@@H]1O	.	-7&-3	-3&-7
O=C(NCc1ccccc1Cl)c1c(O)nc2sccn2c1=O	4	4	-3
Cc1ccsc1CN(CCN(C)C)C(=O)c1cn[nH]n1	-16	-3	2
Cc1ccc2nc(C)n(C3CCN(C(=O)c4ccc(C)s4)CC3)c2c1	-4	-6	17
Cc1onc(-c2ccccc2)c1C(=O)NC1C(=O)N2[C@@H]1SC(C)(C)[C@@H]2C(=O)O (some centres undefined)	.	-1&-4	-3&12
CC(=O)c1ccc(S(=O)(=O)N2CCN(C(=O)CCl)CC2)cc1	.	-15	15
Brc1ccccc1Oc1ccncc1	3	6	-3
C=CC[n+]1ccn(-c2nc3ccccc3nc2NS(=O)(=O)c2cccs2)c1	.	3	-1
COc1cc(C(=O)NCC(=O)N=Nc2c(O)n(Cc3ccc4c(c3)OCO4)c3ccccc23)cc(OC)c1OC	-6	-5	-1
C=CCn1c(SCc2cccc(I)c2)nnc1-c1cc(-c2ccccc2)nc2ccccc12	-5	-1	0
CNc1cc(C(=O)OC2CCCC2OC)cc(Cl)n1 (centres undefined)	.	1	24
Cn1nc2c(c1C(=O)N[C@@H]1COCC[C@H]1O)CCCC2	-4	0	.
COc1ccc(-n2nnc3c(=O)n(CC#N)cnc32)cc1OC	-9	-6	-2
COc1ccc(NC(=O)CSc2nc(N)c(C(=O)Nc3nccs3)s2)cc1	-4	-11	-3
Cc1nn(Cc2ccccc2)c(Cl)c1C(=O)N1CCC(C(N)=O)C1 (centres undefined)	.	5	-1
CCN(CC(=O)NC(C)C)C(=O)COc1cccc(Cl)c1	.	-4	-3
CCS(=O)(=O)Oc1cccc(CN(CCOC)C(=O)Nc2ccc(Cl)cc2Cl)c1	-6	-10	0
O=C(CN(C(=O)CCc1ccccc1)C1CC1)N(CCc1c[nH]c2ccccc12)Cc1ccc(Cl)cc1	-5	-2	2
CC(C)N1CCC(C(=O)NCCNS(=O)(=O)c2ccc(Cl)cc2)C1 (centres undefined)	.	-5	20
CCn1cc(CNC2CCN(c3c(F)cccc3F)C2)cn1 (centres undefined)	-5	-15&-8	-1&3
COCCCN(Cc1ccccc1F)CC(O)COC(C)(C)C (centres undefined)	-2	-3	3
CC(Nc1oc(/C=C/c2ccccc2)nc1C#N)c1ccccc1 (centres undefined)	-2	-1	2
COc1ccccc1-n1c(SCc2ccc(C(=O)NCc3ccncc3)cc2)nnc1-c1ccc([N+](=O)[O-])cc1	-1	-1	0

Entries of single compounds from above.
Cc1nn(Cc2ccccc2)c(Cl)c1C(=O)N1CCC(C(N)=O)C1 (centres undefined) is listed with mcGAS inh: .; hcGAS lum: 5; NPYLR7 agonist: -1
Cc1onc(-c2ccccc2)c1C(=O)NC1C(=O)N2[C@@H]1SC(C)(C)[C@@H]2C(=O)O (some centres undefined) is listed with mcGAS inh: .; hcGAS lum: -1&-4; NPYLR7 agonist: -3&12

(further entries)
SMILES	mcGAS inh	hcGAS lum	NPYLR7 agonist
COc1cccc(CN(C(=O)c2cscn2)C23CC4CC(CC(C4)C2)C3)c1	.	-3	6
Cc1oc(-c2cccc(F)c2)nc1CC(=O)N[C@@H](C)C(=O)N1CCC(C(=O)N2CCCCC2)CC1	-4	-5	14
CCC(C)Nc1cc(C)nc2c(-c3ccc(Cl)cc3)c(C)nn12 (centres undefined)	-5	-4	1
COc1ccc(NC(=S)Nc2ccc(OC)c(OC)c2)cc1	.	-7	17
CCCc1nn(-c2ccc(Cl)cc2)c(C)c1C(=O)NCC1CCCO1 (centres undefined)	-4	-4	.
Cc1ccc(N2C(=O)/C(=C/c3ccc(Cl)cc3)C=C2c2ccccc2)c(Br)c1	-1	0	7
CCn1c(-c2ccccc2)nnc1S(=O)(=O)Cc1c(C)noc1C	-14	-9	-3
CCC(=O)N1CCC(=O)N(CCC#N)C[C@H]2CN(C)c3ccccc3[C@@H]21	-6	-5	27
CNC(=O)NCC12CC3CC(CC(C3)C1)C2	.	3	-4
O/N=C1\CC(O)(C(F)(F)F)Oc2ccc(Cl)cc21 (centres undefined)	-8	-15	0
c1cncc(CN2CCN(Cc3cc4n(n3)CCCNC4)CC2)c1	.	2	1
Nc1cc(=O)[nH]c(SCCOc2ccccc2F)n1	-6	-9	1
CC/C=C(/C)C(=O)NCCn1ccnc1	.	-3	19
Cc1ccc(-c2nc(CSc3n[nH]c(N)n3)co2)cc1	-6	-7	8
CC(C)Nc1ccc(C(=O)NCCCc2ccccc2)cn1	-3	-1	1
CCn1cnnc1CNC(=O)[C@@H](NS(=O)(=O)c1ccccc1F)C(C)C	.	-7	6
O=C(c1ccc(-c2ccccc2)cc1)N1CCC(c2nc(-c3ccc(Cl)cc3F)no2)CC1	-7	-9	8
CN(C1CCC2(CC1)OCC(C)(C)CO2)S(=O)(=O)c1cccs1	-2	-6	-3
COc1ccc(N2C(=O)CC(N3CCCC(c4nc5ccccc5s4)C3)C2=O)cc1 (centres undefined)	-4	-1	5
O=C(NCc1ccccn1)C(C1CCCC1)N1CCN(C(=O)C2CC2)CC1 (centres undefined)	-3	-1	-8
Cc1cc(-c2cc3c(cc2I)OCO3)on1	.	3	4
CC(C)CNc1ccc2c(n1)C(=O)N([C@H](C)C(=O)NCc1ccc(F)c(F)c1)C2	.	-3	1
CCOC(=O)C1CCN(C(=O)c2coc(CN(Cc3ccc(OCC)cc3)C(C)c3ccccc3)n2)CC1 (centres undefined)	-3	-2	16
CNC(=O)c1ccc(Cl)c(NCC(=O)Nc2ccccc2OC)c1	.	-4	4
CCOC(=O)C1CCCN(C(=O)c2c(CC(C)C)nn(-c3ccccc3C)c2C)C1 (centres undefined)	-2	-1	-13
O=C(Cn1cnc2c(nnn2Cc2ccccc2F)c1=O)N1CCc2ccccc21	.	-2	8
Oc1cccc(-c2nccc3n[nH]c(C4CCCCC4)c23)c1	-4	-1	5
COc1cccc(C2=N/C(=C\c3cccnc3)C(=O)O2)c1	-5	-5	16
COc1ccc(C(C)N)cc1Cn1cccn1 (centres undefined)	.	-2	-3
CCCCN(C=O)c1c(CC)nc2c(OCCC3CCCCC3)cccn12	-2	-3	4
CC(C)C(=O)N1CCN(c2nc3ccccc3c3nnc(C4CC4)n23)CC1	.	-12	5
CCOc1cc(C=C(C#N)S(C)(=O)=O)ccc1OC	-5	-5	6
c1cncc(Nc2cccc(-c3ccc4ccccc4c3)n2)c1	-1	-6	-9
O=C(NCc1cccnc1)c1cc(NC(=O)C23CC4CC(CC(C4)C2)C3)ccc1N1CCC(Cc2ccccc2)CC1	-4	-8	-4
COc1ccc(/C=C2\C=C(c3ccccc3)N(c3ccc(Cl)cc3)C2=O)cc1Br	-6	-7	3
C#CCOCC(O)CN(Cc1ccsc1)CC1CCCO1 (centres undefined)	-3	-4	20
CCOc1ccc(-c2ccc(=O)n(CCNC(=O)c3ccc(OC)cc3)n2)cc1	-1	-1	-2
CCOC(=O)CC(=O)N1CCN(c2nccc(-c3ccc(OCC)cc3)n2)CC1	-5	-6	8
NC(=O)c1cccc(-c2nccc3n[nH]c(C4CCCCC4)c23)c1	-6	-7	7
CCCn1nc(C)c(CNC2CCN(CC(C)C)CC2)c1C	.	-4	1
CCC(C(=O)N(CCOC)CC(=O)N(Cc1ccc(F)cc1)Cc1sccc1C)c1ccccc1 (centres undefined)	-6	-6	10
O=C(CSc1nc(=O)n(CCCO)c2c1CCCC2)Nc1ccc([N+](=O)[O-])cc1	-9	-9	-4
COc1ccc(S(=O)(=O)N(Cc2cccc(OCc3nc(CO)cs3)c2)Cc2ccco2)cc1	-7	-3	0
CC(=O)Oc1ccc(N2C(=O)c3ccccc3C2=O)cc1	-4	-1	-7
COCCCn1c(-c2ccccc2F)nc2nc3ccccc3nc21	-10	-5	2
Cc1nc(-c2cccc(C(F)(F)F)c2)nc(N2CCN(C(=O)/C=C/c3ccccc3)CC2)c1Cc1ccccc1	-5	-7	-3
CC1CCc2sc(C(=O)Nc3ccccc3N3CCC(C(N)=O)CC3)cc2C1 (centres undefined)	-8	-5	1
CCCOc1nc(-c2ccc(OC)cc2)n(-c2cccc(NC(=O)c3ccc(OC)cc3)c2)n1	-4	-8	7
O=C(CN(C(=O)c1ccc(-c2ccccc2)cc1)C1CC1)N1CC(=O)N(c2ccc(F)cc2)C1	-4	0	8
Cc1cccc(S(=O)(=O)N2CCN(Cc3cc(=O)c(OCc4ccc(-c5ccccc5C#N)cc4)co3)CC2)c1	-5	-8	24
Cc1cccc(CN(CCc2c[nH]c3ccccc23)Cc2nc(C(=O)NCC3CC3)co2)c1	3	-4	8
Cc1ccc2nc(N3C(=O)c4cccc5cccc(c45)C3=O)sc2c1	2	1	11
CC(C)=CCC/C(C)=C/CNC(=O)c1cc(N2CCOCC2)nc2ccccc12	.	-10	9
O=C(c1cnc2sccn2c1=O)N(Cc1ccccc1)c1ccccc1	-6	-6	4
Cc1cc(SCC(=O)NCCC#N)nc2c(C)cccc12	-6	-14	16
Nc1cc(-c2cccc(Cl)c2)nn1-c1ccc(C(=O)Nc2cccc3c2CCCC3)cc1	-4	-6	1
Cc1nc(N)ncc1C(=O)Nc1cnc2n1CCCC2	.	-1	7
COc1ccc2nc(SCC(=O)Nc3ccc(C(C)=O)cc3)[nH]c2c1	-6	-6	-5
CCOC(=O)CCC(=O)N1CCN(C(=O)c2cc(-c3ccccc3)n(-c3ccc(OC)c(OC)c3)c2C)CC1	-4	-7	.
C=CCN(C#N)c1nc(NC(C)C)nc(NC(C)C)n1	.	-4	1

(more compounds)
SMILES	mcGAS inh	hcGAS lum	NPYLR7 agonist
O=C(NCCc1cnc[nH]1)c1csc(Cc2ccccc2)n1	-2	-4	.
Cc1ccc(OCc2nn(CN3CCC(C)CC3)c(=S)n2C)cc1C	.	-7	-7
COCCCNC(=O)C(NC(=O)C1CC1)C1CCN(C(=O)c2cccs2)CC1 (centres undefined)	-2	0	0
CC(OC(=O)C12CCC(=O)N1c1ccccc1S2)C(=O)NC1CCCC1 (centres undefined)	.	-5	2
CCCCN(CC(=O)N(CCc1c[nH]c2ccccc12)Cc1ccccc1)C(=O)Nc1ccc(C)c(Cl)c1	0	3	-2
CCNC(=O)C1(C)CCCN(CC(=O)c2ccc(Br)cc2)C1 (centres undefined)	.	-12	2
O=C(N[C@@H]1CCCCC1NC(=O)C1CCN(C(=O)c2ccc3ccccc3c2)CC1)c1ccccc1 (some centres undefined)	-5	-5	-1
CCOC(=O)c1c(C)sc(Sc2ccccc2[N+](=O)[O-])c1OC(C)=O	.	-6	3
N#Cc1ccc2nc([C@H]3CCN(C4CCOCC4)C3)[nH]c2c1	-7	-8	-5
Cc1nonc1CN(C)Cc1cnc2c(-c3ccccc3)cnn2c1	.	-6	18
Cc1nsc(NC(=O)N2CCCN(C3CCCCC3)CC2)n1	-11	-2	.
CCC(C)C(=O)C(=O)N1CCc2c(cnc(C)c2CNC(=O)c2ccccc2F)C1 (centres undefined)	-13	-9	21
Cc1nc(-c2ccoc2)n(CC(=O)NC2Cc3ccccc3C2)c1C	.	-2	0
Cn1ccnc1SCc1cc(=O)c(OC(=O)c2ccc(Cl)cc2)co1	0	-6	-7
OC(CN1CCOCC1)c1ccc(-c2ccc(F)cc2Cl)cc1 (centres undefined)	-17	-6	-7
CC1C=CC(C)N1C(=O)c1cc(N2CCN(c3cccc(C(F)(F)F)c3)CC2)nc2ccccc12 (centres undefined)	.	4	-11
C=CCN(CC(=O)N(CCc1ccccc1)Cc1ccc(C)o1)S(=O)(=O)c1ccccc1	-5	-8	.
COc1cccc(C(=O)N2CCN(Cc3cn[nH]c3-c3ccc(F)cc3F)CC2)c1	.	-12	21

Copied from the results shown, 17 compounds:
SMILES	mcGAS inh	hcGAS lum	NPYLR7 agonist
O=C(NCCc1cnc[nH]1)c1csc(Cc2ccccc2)n1	-2	-4	.
Cc1ccc(OCc2nn(CN3CCC(C)CC3)c(=S)n2C)cc1C	.	-7	-7
COCCCNC(=O)C(NC(=O)C1CC1)C1CCN(C(=O)c2cccs2)CC1 (centres undefined)	-2	0	0
CC(OC(=O)C12CCC(=O)N1c1ccccc1S2)C(=O)NC1CCCC1 (centres undefined)	.	-5	2
CCCCN(CC(=O)N(CCc1c[nH]c2ccccc12)Cc1ccccc1)C(=O)Nc1ccc(C)c(Cl)c1	0	3	-2
CCNC(=O)C1(C)CCCN(CC(=O)c2ccc(Br)cc2)C1 (centres undefined)	.	-12	2
O=C(N[C@@H]1CCCCC1NC(=O)C1CCN(C(=O)c2ccc3ccccc3c2)CC1)c1ccccc1 (some centres undefined)	-5	-5	-1
CCOC(=O)c1c(C)sc(Sc2ccccc2[N+](=O)[O-])c1OC(C)=O	.	-6	3
N#Cc1ccc2nc([C@H]3CCN(C4CCOCC4)C3)[nH]c2c1	-7	-8	-5
Cc1nonc1CN(C)Cc1cnc2c(-c3ccccc3)cnn2c1	.	-6	18
Cc1nsc(NC(=O)N2CCCN(C3CCCCC3)CC2)n1	-11	-2	.
CCC(C)C(=O)C(=O)N1CCc2c(cnc(C)c2CNC(=O)c2ccccc2F)C1 (centres undefined)	-13	-9	21
Cc1nc(-c2ccoc2)n(CC(=O)NC2Cc3ccccc3C2)c1C	.	-2	0
Cn1ccnc1SCc1cc(=O)c(OC(=O)c2ccc(Cl)cc2)co1	0	-6	-7
OC(CN1CCOCC1)c1ccc(-c2ccc(F)cc2Cl)cc1 (centres undefined)	-17	-6	-7
CC1C=CC(C)N1C(=O)c1cc(N2CCN(c3cccc(C(F)(F)F)c3)CC2)nc2ccccc12 (centres undefined)	.	4	-11
C=CCN(CC(=O)N(CCc1ccccc1)Cc1ccc(C)o1)S(=O)(=O)c1ccccc1	-5	-8	.
